# Screens from PubChem BioAssay.
# XIAP displacement = XIAP antagonists, biochemical, IAP family, fluorescence polarization (AID 1018); displacement, % at 20 µM; hits with a dose series show IC50 in µM; XIAP BIR domain, fluorescence polarization peptide displacement; higher % means a stronger effect; 200,000 compounds, 0.007% hits; in the data active means displacement above about 50%; further: a part of the inactive calls stands beside numbers as strong as those of hits
# MT stabilize HCS = microtubule stabilizers in HeLa cells; HeLa tubulin immunostaining HCS, 24 h; share of cells brighter than vehicle mean+2SD; % tubulin-high responders, % at 10 µM; 200,000 compounds, 0.83% hits; AID 2205;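 active means plate Z-score above 3 for both tubulin-high and condensed-nucleus cell shares, with cell loss under 80%, at 10 µM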;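 further: anti alpha tubulin signal scored within the nucleus-defined area of each cell; some results filed as inactive read as strong as hits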
# Insulin prom up = MIN6 insulin promoter up-regulation. MIN6 insulin promoter-GFP reporter, high-content imaging; active compounds read high. 190,000 compounds, 0.3% hits. z-score at 5 µM;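 active means z-score above 3 at 5 µM with at least 500 cells counted in the well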
# Autophagy mod = alters autophagy in cells | MEF GFP-LC3 puncta imaging; test concentration mostly 10 µM | calls only at 10 µM (by protocol) | 190,000 compounds, 0.98% hits | AID 463193;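 active means percentage of spot-positive cells more than 3 SD above its plate mean, without a fluorescence outlier flag or 80% toxicity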;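 further: spot-positive cell cutoff set from DMSO-treated cells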
# WT yeast gro inh = growth inhibition of WT yeast, mitochondrial fusion screen; mitochondrial fusion phenotypic screen, WT strain; inhibition, % at 10 µM; 190,000 compounds, 2.1% hits; AID 1362; in the data active means inhibition above about 58%; tested in S. cerevisiae
# b-catenin transl = alters nuclear translocation of beta-catenin in HeLa cells; immunofluorescence imaging; nuclear translocation activity, % at 5 µM; 190,000 compounds, 0.3% hits; AID 1665;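 active means nuclear translocation activity above 50% at 5 µM, with a well cell count of 50 or more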;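 further: per-cell ratio of nuclear to cytoplasmic median beta-catenin stain intensity; plate controls were DMSO negative control for no effect and GSK-3 inhibitor IX positive control for full effect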
#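 Assay system: human HeLa cells, native beta-catenin; doses: 5 µM primary, 0.02–20 µM confirmation; incubation: compound treatment 24 h, 37°C, 5% CO2; technique: fluorescence imaging of beta-catenin antibody stain plus DAPI; measure: % activation, nuclear-to-cytoplasmic median beta-catenin signal ratio per cell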
# Dynein transport = dynein cargo transport inhibition. 3617.4 mouse cells, GR-EGFP nuclear translocation imaging; test concentration mostly 20 µM; stimulated with dexamethasone, 1 µM; active compounds read low. z-score, hits read low. 220,000 compounds, 0.47% hits. AID 1381;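 active means plate z-score of nuclear minus cytoplasmic receptor signal below a set negative limit, without overly bright fluorescence or cell loss, cut at about -3.5 in these data, passing the limit was not always enough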;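 further: z-score of nuclear minus cytoplasmic ring GR-EGFP intensity difference per well; some compounds called inactive have numbers as strong as hits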
#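 Buffer or medium – tet-free medium with charcoal-stripped serum · Signal – automated 10x imaging of fixed Hoechst-stained cells · Also added – dexamethasone agonist, 1.0 µM final, for 30 min · Incubation – induction 48 h, compound 1 h, agonist 30 min · Read-out – GR-EGFP nuclear translocation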
# ER stress rescue = protection against thapsigargin-triggered cell killing – 384-well, CSM14.1, ATP luminescence, primary screen (AID 1222). CSM14.1 thapsigargin-induced death rescue, ATP luminescence; higher % means a stronger effect. one-dose cellular ATP content (survival), % at 20 µM; EC50 in µM for titrated hits. 190,000 tested, under 10 active;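 active means EC50 below 50 µM in the dose-response confirmation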;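 further: death triggered by thapsigargin at about 15 µM added after 2 h compound pretreatment; cell ATP read after overnight thapsigargin exposure of roughly 18 to 22 hours; normalized against plate controls of thapsigargin alone and 5% DMSO vehicle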
# Hep lipid drop = modulators of hepatic lipid droplet formation; AML12 mouse hepatocytes, oleate lipid droplets, BODIPY imaging; inhibition, % at 6.5 µM; 240,000 compounds, 0.4% hits;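 active means lipid droplet intensity inhibited by at least 50%, with more than 500 cells counted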
#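 Assay system: AML12 mouse liver cells | Compound: 6.5 µM single-point dosing | Schedule: Overnight exposure | Technique: Fluorescence imaging, 20x objective, two fields per well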
# WT yeast gro inh mutant strain = second read-out of WT yeast gro inh, no call of its own (marks repeat the call); inhibition, %; mitochondrial fusion phenotypic screen, mutant strain inhibition
# Dynein transport cytoplasmic EGFP = further read-out of Dynein transport, marked with its call; z-score; measured here: cytoplasmic GR-EGFP intensity; active compounds read high
# Dynein transport nuclear GR-EGFP = recorded beside Dynein transport, whose call it bears; z-score; measured here: nuclear GR-EGFP intensity;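 lower value marks the stronger effect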
# Dynein transport cell count = second read-out of Dynein transport, no call of its own (marks repeat the call); z-score; measured here: cell count per field
# Insulin prom up cell count = recorded beside Insulin prom up, whose call it bears; cell count; measured here: cytotoxicity, nuclei count;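 total cells summed across four imaged fields per well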
# Hep lipid drop cells 6.5 µM = further read-out of Hep lipid drop, marked with its call; cell count; measured here: cell count, cytotoxicity flag;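 cells counted across two imaged fields per well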
# b-catenin transl cell count 5 µM = also measured in b-catenin transl; calls as there; cell count; measured here: cell count, cytotoxicity flag
# MT stabilize HCS Hoechst-high % = recorded beside MT stabilize HCS, whose call it bears; % Hoechst-high responders; measured here: nuclear condensation Hoechst responders;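 share of cells brighter than vehicle mean plus two SD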
# MT stabilize HCS cytotoxicity % = also measured in MT stabilize HCS; calls as there; toxicity, %; measured here: cytotoxicity by cell density;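 0% = mean cell density of plate MIN control wells and 100% = no cells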
# Autophagy mod cell loss 18 h = further read-out of Autophagy mod, marked with its call; toxicity, %; measured here: cell loss, nuclei count;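 cell loss after 18 h compound exposure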
# Active calls of the source: *; i = inactive; / = not tested or not shown.
SMILES,XIAP displacement,MT stabilize HCS,MT stabilize HCS Hoechst-high %,MT stabilize HCS cytotoxicity %,Insulin prom up,Insulin prom up cell count,Autophagy mod,Autophagy mod cell loss 18 h,WT yeast gro inh,WT yeast gro inh mutant strain,b-catenin transl,b-catenin transl cell count 5 µM,Dynein transport,Dynein transport cytoplasmic EGFP,Dynein transport nuclear GR-EGFP,Dynein transport cell count,ER stress rescue,Hep lipid drop,Hep lipid drop cells 6.5 µM
CCCCN1C(=O)c2ccc(C(=O)Nc3ccccc3N3CCOCC3)cc2C1=O,-3.6%,1.8,2.7,5.7,0.14,1148,i,-2,6,-3,-1.5,1125,2.7,0.092,2.2,-2.4,-0.9%,7,663
COc1ccc(C(=O)NC2CCN(C(=S)Nc3ccc(C)cc3)CC2)cc1,-3.5%,4.0,1.1,8.0,-0.1,1416,i,4,-2,3,-1.2,1014,0.085,-0.28,0.21,0.16,-0.4%,-7,736
CCOC(=O)C1CCN(c2c(Nc3ccc4c(c3)OCCO4)c(=O)c2=O)CC1,-2.6%,4.2,2.7,8.6,-0.85,1466,/,/,0,-5,-1.0,1154,0.28,-0.18,0.31,-0.31,/,6,657
S=c1[nH]ccn1-c1cccc(Cl)c1Cl,/,/,/,/,-0.22,1067,/,/,/,/,-0.5,1352,-0.25,0.28,0.43,-0.53,/,5,753
Cc1ccc([C@@H]2C3COCC=C3C(C#N)=C(N)C2(C#N)C#N)o1 (stereo partly drawn),-0.7%,1.8,1.5,10.0,0.04,1266,i,12,25,22,-2.1,1078,-0.6,0.22,-0.19,-0.44,0.1%,/,/
Cc1cc(C(=O)Nn2c(C)nc3ccccc3c2=O)ccc1[N+](=O)[O-],-6.1%,3.8,1.8,0.7,0.35,1351,i,16,12,13,-2.5,1194,0.13,-0.21,0.34,-0.057,-0.7%,2,673
CCCn1c(N)c(C(=O)CSc2nc3ccccc3n2CCC#N)c(=O)n(C)c1=O,-3.0%,1.5,2.2,1.7,0.7,1472,i,-2,0,-9,-2.5,966,0.077,0.4,0.32,0.54,0.0%,/,/
Cc1ccc(C(=O)c2cc3c(cc2N)OCCO3)cc1,-3.9%,2.8,3.1,8.9,-1.3,1877,i,8,22,13,1.8,1109,-0.21,-0.011,0.15,0.57,/,12,568
O=S(=O)(Nc1cccc(-c2nnco2)c1)c1ccc(Cl)cc1,/,/,/,/,-0.1,1417,/,/,/,/,-2.2,1174,-0.37,-0.24,-0.26,-0.095,/,-5,637
CCNC(=S)N1CCC(C(=O)c2ccc3c(c2)OCCO3)CC1,-4.7%,1.6,1.2,6.0,0.04,1428,i,0,6,6,-0.8,1513,0.46,-0.34,0.57,0.49,-1.0%,3,662
CC(C)(C)[C@H]1C=C(C(=O)NC2CC2)O[C@@H](OCCCCO)C1,-8.6%,3.8,1.3,7.3,2.1,1377,i,48,-2,9,-1.2,1077,-0.43,-0.25,0.015,-0.21,-1.6%,-3,673
CC(=O)Nc1cccc(C(=O)/C=C/c2ccc(/C=C/C(=O)c3cccc(NC(C)=O)c3)cc2)c1,-1.6%,35,2.1,69,-0.27,1303,i,0,1,4,5.8,756,-2.1,0.18,-1.1,-0.012,32%,-13,698
COc1ccc(-c2noc(CN(C)C3CCOCC3)n2)cc1,-2.0%,1.1,1.8,5.2,-0.45,1421,i,6,-1,-8,3.4,939,-1,-0.22,-0.12,0.68,-1.0%,-7,700
Cc1ccc(C)c(OCCCC(=O)Nc2nccs2)c1,-6.0%,1.0,1.1,3.6,-0.24,1189,i,-9,4,0,1.3,1199,-0.42,-0.26,0.066,0.82,3.0%,-3,721
CCOC(=O)C1CCN(C(=O)COc2ccc(N(C)S(=O)(=O)c3cccs3)cc2)CC1,-5.2%,2.4,1.6,6.1,-0.21,1126,i,-37,-4,-10,-3.0,945,-0.96,-0.11,-0.26,0.22,1.5%,/,/
CCC(=O)Nc1ccc(C(=O)CSc2nnc(-c3ccc(O)cc3)n2CC2CCCO2)cc1OC (stereo not drawn),-1.6%,2.9,2.1,3.4,-0.14,1515,i,3,-4,-6,-1.3,1369,0.32,-0.013,-0.69,-0.11,-0.6%,/,/
Cc1ccc(C(=O)Nc2cccnc2Oc2ccc(Cl)cc2)cc1,/,/,/,/,0.98,1348,/,/,/,/,-1.4,1284,1.5,-0.26,0.53,-0.59,/,-3,744
Cc1noc(/C=C/c2ccco2)c1S(=O)(=O)N1CCC(C(=O)NC(C)c2ccccc2)CC1 (stereo not drawn),-6.5%,1.8,3.8,12,-0.21,930,i,13,3,6,-0.7,1106,-0.52,-0.0048,-0.24,0.11,2.4%,/,/
O=C(CCS(=O)(=O)c1cc(Br)cc2c1N(C(=O)C1CC1)CC2)NCc1ccco1,2.3%,3.1,1.1,6.0,0.95,1288,i,3,-8,4,2.8,860,0.87,0.032,0.98,0.24,-3.1%,-2,791
O=C(CSc1ccc(-c2ccccn2)nn1)N1CCc2ccccc21,-1.9%,4.6,3.5,9.4,-0.09,1467,i,1,-9,21,0.4,1151,0.31,-0.28,0.43,0.02,0.1%,12,720
Cc1ccc(CNC(=O)c2ccc3c(=O)c(O)c(-c4ccc(C)cc4)[nH]c3c2)cc1,/,/,/,/,-0.46,1120,/,/,/,/,-0.5,1355,0.039,-0.56,0.07,0.35,/,9,672
Cn1c(-c2cccc([N+](=O)[O-])c2)cnc1NCc1cccc([N+](=O)[O-])c1,-2.0%,1.9,1.7,7.1,-0.99,1431,i,16,-7,-5,0.5,1072,0.65,-0.21,0.61,0.099,1.2%,-18,667
CCCC(=O)Nc1sc(C)c(-c2ccc(C(C)CC)cc2)c1C#N (stereo not drawn),-0.9%,2.4,1.5,5.8,/,/,i,0,15,-12,/,/,1.1,-0.16,-0.28,-0.37,7.5%,/,/
Cc1ccc(SC(CC(=O)c2ccc(C(C)(C)C)cc2)C(=O)O)cc1 (stereo not drawn),6.7%,3.5,1.3,4.3,/,/,i,-35,-13,-23,1.0,1498,-2.8,0.25,-1.5,0.38,-0.8%,3,695
CCOC(=O)c1cccc(Nc2nc(C)cc(C)n2)c1,-5.7%,2.7,2.0,2.2,1,1970,i,-1,9,3,1.2,1097,0.11,0.58,0.94,-2,-1.8%,0,621
SMILES,XIAP displacement,MT stabilize HCS,MT stabilize HCS Hoechst-high %,MT stabilize HCS cytotoxicity %,Insulin prom up,Insulin prom up cell count,Autophagy mod,Autophagy mod cell loss 18 h,WT yeast gro inh,WT yeast gro inh mutant strain,b-catenin transl,b-catenin transl cell count 5 µM,Dynein transport,Dynein transport cytoplasmic EGFP,Dynein transport nuclear GR-EGFP,Dynein transport cell count,ER stress rescue,Hep lipid drop,Hep lipid drop cells 6.5 µM
CCOC(=O)C1=C(c2ccccc2)N=c2s/c(=C\c3cc(OC)c(OC)c(OC)c3)c(=O)n2C1c1cccs1 (stereo not drawn),-0.2%,1.6,2.4,9.1,-1.4,780,i,-7,32,-8,-1.5,1433,-0.23,0.23,-0.15,-0.57,-1.8%,/,/
Clc1ccc(OCCSCc2nc3ccccc3[nH]2)cc1,2.6%,3.3,2.3,4.0,-0.11,1692,i,9,79*,71*,2.4,1083,1.2,-0.06,0.54,-1.8,-1.5%,20,640
O=C(NCc1ccccn1)c1cnc2sccn2c1=O,-5.9%,8.5,1.6,11,-0.01,1440,i,2,-15,-55,-1.6,1415,0.63,-0.093,0.55,0.16,-1.1%,/,/
Cn1nc(-c2ccc(C(=O)Nc3ccc(F)cc3)cc2)c2ccccc2c1=O,-4.3%,3.0,3.4,3.3,-1.7,1343,i,9,0,-8,-2.0,1090,-0.63,-0.22,0.23,0.16,1.7%,-1,660
CCOC(=O)C1(C)C=C(Nc2ccccc2)C(=O)N1c1ccccc1 (stereo not drawn),-4.3%,2.8,2.8,9.7,1.7,1493,i,-1,-28,-6,1.1,918,0.6,-0.14,0.22,-0.38,0.7%,-8,740
CNc1nc(=S)[nH]c2ccccc12,/,/,/,/,0.82,1392,/,/,/,/,1.1,1305,1.5,-0.2,0.64,-1.8,/,0,639
COC(=O)c1cc(Cl)c(NC(=O)c2ccco2)cc1OC,-1.8%,2.4,0.5,25,2.1,1276,i,6,9,7,-7.3,1249,-1.3,-0.27,-0.48,0.13,2.3%,9,704
COCCn1c(Cc2cccn2C)nnc1SCC(=O)NCc1ccc2c(c1)OCO2,-8.6%,5.5,1.6,2.5,-0.22,1425,i,30,6,10,-0.4,1164,2.3,-0.25,1.3,-1.2,-4.3%,-2,759
COc1ccc(NS(=O)(=O)c2ccc(O)c(C(=O)OCC(=O)NC3CCCCC3)c2)cc1,-14%,11,1.6,11,-0.13,1268,i,0,-15,17,-0.7,1066,-0.42,-0.35,0.031,0.00056,-1.4%,3,687
CCOC(=O)c1ccc(NC(=O)NC2CC3CCC(C2)N3C(=S)NC)cc1 (stereo not drawn),-4.2%,3.4,2.0,2.1,/,/,i,-2,-14,-15,-0.5,1119,0.19,-0.32,0.2,-0.064,-0.1%,4,700
